Bioassay records from PubChem BioAssay.
Pf Dd2 inh: blocks in vitro growth of P. falciparum Dd2; 120,000 compounds, 4.3% hits; Potency, µM (top dose mostly 28.9 µM), inactives show at the top dose activity, negative = inhibition, most hits filed as inhibitors; P. falciparum Dd2 growth, SYBR Green, 72 h; active = well fitted inhibition curve with a large enough effect; inconclusive = small, poorly fitted or top-dose-only effect; inactive = no such curve, though single readings can be large or run the other way;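 note: plate controls were DMSO vehicle for no effect and reference drug for full effect; nearly all actives have a fitted effect of over 65% in size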
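Readout: SYBR Green fluorescence, 485 nm excitation, 535 nm emission, after ~16 h lysis at 37C. Before that, Dd2-infected red cells (2.5% hematocrit) grew 72 h with compound, 29 uM top final concentration.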
The depositor's hits bear a star; [ ] = remark or other dose. Potency is the fitted concentration of half-maximal effect. An excerpt. The share of hits here may be higher or lower than overall.

`CCc1nc(-c2c3n(c(=O)n(CC(=O)Nc4cccc(C#N)c4)c2=O)CCCC3)no1` gave Pf Dd2 inh inconclusive.
For Cc1ccc(CNC(=O)C2CCC(CNS(=O)(=O)c3ccc(C)cc3)CC2)cc1 (stereo not drawn) the results were Pf Dd2 inh 51%[activator].
`CCN1CCCCC12Cc1ccccc1CN(C(=O)CCCN(C)C)C2` (stereo not drawn) gave Pf Dd2 inh -9%.
For CCc1ccc(CNC(=O)c2c(C)oc3ncn(CC(C)C)c(=O)c23)cc1 the results were Pf Dd2 inh inconclusive.
CC(C)NC(=O)N1CCn2c(nnc2C2CCCN2)C1 (stereo not drawn) was read as Pf Dd2 inh 15%[44.1 µM].
`COc1cccc(CNC(=O)CN2C(=O)COc3ccc(S(=O)(=O)N4CCOCC4)cc32)c1` gave Pf Dd2 inh 18%.
COC(=O)c1nnn(CC(=O)NC(=O)Nc2ccccc2F)c1C(=O)OC was read as Pf Dd2 inh inactive.
`Cc1ccc(-n2ncc3c(NC4CCCCCC4)ncnc32)cc1` gave Pf Dd2 inh inconclusive.
COCCNC(=O)[C@H]1CN2CC[C@H]1C[C@@H]2Cn1cc(CO)nn1 was read as Pf Dd2 inh 21%[44.1 µM].
For O=C1CCN(S(=O)(=O)c2ccccc2)CCCN(C(=O)C2CCOCC2)CCN1 the results were Pf Dd2 inh 0%.
`O=C(CSc1nc2ccccc2n1Cc1ccccc1)NCc1ccccc1` gave Pf Dd2 inh -26%.
CC1=C(c2ccc(C(C)C)cc2)S(=O)(=O)NC1=NCCCN1CCN(c2ccccc2F)CC1 was read as Pf Dd2 inh inactive.
Cc1noc([C@@H]2CC(F)(F)CN2C(=O)c2n[nH]c3ccccc23)n1 was read as Pf Dd2 inh inactive.
`Cc1cccc(-n2nc(-c3c(C)nc4scc(CC(=O)NCCC(C)C)n4c3=O)cc2C)c1` gave Pf Dd2 inh -5%.
Screening COc1cccc(-c2cc3c(=O)n(CCNC(=O)Cc4cccs4)ccn3n2)c1 returned Pf Dd2 inh inconclusive.
For COc1ccc(-c2cc(C(=O)O)cc(S(=O)(=O)N3CCN(C)CC3)c2)cc1 the results were Pf Dd2 inh -2%.
`COc1ccc(Cl)cc1C(=O)N[C@@H]1CN(c2ncccn2)C[C@H]1CN(C)C` gave Pf Dd2 inh -23%.
CNC(=O)[C@@H]1CN(C(=O)c2ccncn2)C[C@H]1c1n[nH]c(C)n1 was read as Pf Dd2 inh inactive.
Cc1noc2c(N3CC[S+](=O)([O-])CC3)cc(-c3ccc(Cl)cc3)nc12 was read as Pf Dd2 inh inactive.
Screening CCCn1nccc1C(=O)N1CCCC(CCc2cccc(C(F)(F)F)c2)C1 (stereo not drawn) returned Pf Dd2 inh inactive.
Cc1ccc(N(C)C(=O)C2CCN(S(=O)(=O)c3c(C)noc3/C=C/c3c(C)cc(C)cc3C)CC2)cc1 was read as Pf Dd2 inh -13%.
`COCCNC(=O)[C@@H]1[C@H](c2cc(OC)c(OC)c(OC)c2)c2cc3c(cc2[C@H](O)[C@H]1CO)OCO3` gave Pf Dd2 inh -14%.
For Cc1cccc(C(=O)Nc2cc(-c3nc4cccnc4s3)ccc2C)c1 the results were Pf Dd2 inh 4%.
O=S(=O)(NC1CCc2nnc(C3CC3)n2CC1)c1cccs1 (stereo not drawn) was read as Pf Dd2 inh inactive.
`Cc1ccccc1C(=O)N(C)Cc1cccn1C` gave Pf Dd2 inh -13%[44.1 µM].
`N#Cc1ccc(S(=O)(=O)N2CCC3(CC2)CC(CC(=O)N2CCOCC2)CCO3)cc1` (stereo not drawn) gave Pf Dd2 inh 87%[activator].
Screening Cc1ccc(NC(=O)N2CCN(c3nnnn3-c3cccc(C(C)C)c3)CC2)cc1F returned Pf Dd2 inh 11µM*.
Screening CCCC(=O)Nc1ccc(C2OC(=O)N(Cc3ccc(F)cc3)C2C(=O)NCc2ccccc2)cc1 (stereo not drawn) returned Pf Dd2 inh inactive.
O=C(NCC(c1ccco1)S(=O)(=O)c1ccc(Cl)cc1)c1ccccc1F (stereo not drawn) was read as Pf Dd2 inh inconclusive.
For COC1CCN(S(=O)(=O)N2CCCC(C)(c3ccccc3)C2)CC1 (stereo not drawn) the results were Pf Dd2 inh 4%.
CCC(=O)NCCc1sc2nc(-c3ccc(OC)cc3)nn2c1C was read as Pf Dd2 inh -6%.
`COc1ccc(C(=O)NC2CCN(c3cc(-c4ccccc4)[nH]n3)C2)cc1F` (stereo not drawn) gave Pf Dd2 inh inconclusive.
Screening CN1CCN(C(=O)Cc2c[nH]c3ncc(-c4ccccc4Oc4ccccc4)cc23)CC1 returned Pf Dd2 inh inconclusive.
`O=C1CN(C(=O)COc2ccc(Cl)cc2)C(c2ccccc2)c2cc(Br)ccc2N1` (stereo not drawn) gave Pf Dd2 inh -22%.
Screening COc1cc(NC(=O)CSc2nc3ccccc3nc2Cc2ccccc2OC)cc(OC)c1 returned Pf Dd2 inh inactive.
`CN(C)CCCOCC1(C)COc2ccc(C(=O)Nc3cccc(Cl)c3)cc2N1` (stereo not drawn) gave Pf Dd2 inh inconclusive.
`CN1CCCN(C(=O)c2ccccc2F)c2ccccc21` gave Pf Dd2 inh inactive.
For Cc1ccc(NC(=O)C2CCCN(S(=O)(=O)c3cn(C(C)C)cn3)C2)c(C)c1 (stereo not drawn) the results were Pf Dd2 inh 10%.
Screening CCCN(Cc1cc2cccc(C)c2[nH]c1=O)C(=O)c1cccc(Cl)c1 returned Pf Dd2 inh -4%.
Screening CCOc1ccccc1NC(=O)Cn1c(=O)ccc2cc(S(=O)(=O)N3CCCC3)ccc21 returned Pf Dd2 inh inconclusive.
Screening O=C(NCc1ccncc1)C1c2ccccc2C(=O)N(C2CCCC2)C12CCCCC2 (stereo not drawn) returned Pf Dd2 inh -17%.
CCn1c(SCC(=O)Nc2ccc(C)cc2Br)nnc1-c1nonc1NC(C)=O was read as Pf Dd2 inh 5%.
Cc1ccc(NC(=O)C2CCN(c3ncccn3)CC2)cc1F was read as Pf Dd2 inh inactive.
Screening O=C(CSc1nccn1-c1ccc(Cl)cc1)Nc1nc2ccccc2s1 returned Pf Dd2 inh inactive.
For O=C(c1cc2ccc3cccnc3c2[nH]1)N1CCN(c2cccc(Cl)c2)CC1 the results were Pf Dd2 inh inactive.
CCOc1ccc2c(n1)CCN(C(=O)Cc1ccc(OC)cc1)C2 was read as Pf Dd2 inh inconclusive.
`Cc1oc(C(O)c2cccc(O)c2)nc1C(=O)Nc1ccc2[nH]c(=O)oc2c1` (stereo not drawn) gave Pf Dd2 inh inactive.
Screening COc1ccc(CCC(=O)N2CCCCCCN(C)C(=O)[C@@H]3CCC[C@@H]32)cc1 returned Pf Dd2 inh inconclusive.
O=C(c1ccc(F)cc1)N1C[C@@H]2C[C@H](C1)c1c(-c3cc4ccccc4s3)ccc(=O)n1C2 was read as Pf Dd2 inh inconclusive.
`CN1CCC2(Cc3ccccc3CN(C(=O)CN)C2)C1` (stereo not drawn) gave Pf Dd2 inh -1%[44.1 µM].
Screening COc1cccc(S(=O)(=O)N2CCCC(Cc3noc(-c4cnccn4)n3)C2)c1 (stereo not drawn) returned Pf Dd2 inh inconclusive.
For Cc1ccc(CCC(=O)N2CC[C@@](O)(C3CCOCC3)[C@H](C)C2)cc1 the results were Pf Dd2 inh -3%.
For O=C(NCc1ccccc1Cn1cccn1)c1ccc2cccc(F)c2n1 the results were Pf Dd2 inh -7%.
`COCc1nc(C2CC(N)C2)cc(N2Cc3nc(C)n(C)c(=O)c3C2)n1` (stereo not drawn) gave Pf Dd2 inh inconclusive.
Screening Cc1cccnc1C(=O)N1C[C@@H](CO)[C@H](c2nc(C3CC3)no2)C1 returned Pf Dd2 inh 1%.
Screening CCCCS(=O)(=O)N[C@@H]1CN(Cc2ccncc2)C[C@H]1CN(C)C returned Pf Dd2 inh 11%.
For COc1cccc(Cn2nnc(C(=O)NCc3ccc(Cl)cc3Cl)c2N)c1 the results were Pf Dd2 inh 10%.
`COC(=O)c1cccnc1-n1c(=O)c2cccnc2n(CC(=O)Nc2cccc(C)c2)c1=O` gave Pf Dd2 inh inactive.
CCCn1c(=O)c2sccc2n2c(CCCC(=O)N3CCN(c4ccc(OC)cc4)CC3)nnc12 was read as Pf Dd2 inh -6%.
For COCCOCc1nc(C2CCCCN2C(=O)Nc2ccccc2)no1 (stereo not drawn) the results were Pf Dd2 inh -1%.
`Cc1nnc(NC(=O)CSc2nc3c([nH]c4ccccc43)c(=O)n2-c2ccccc2)s1` gave Pf Dd2 inh inactive.
`NC(=O)NCCC(=O)N1CCc2onc(-c3cccc4ccccc34)c2C1` gave Pf Dd2 inh -17%.
Screening CCOc1ccc(CNC(=O)C2CCN(c3nnc(-n4cccc4CNc4ccc(C)cc4)s3)CC2)cc1OC returned Pf Dd2 inh -14%.
`CCN(C(=O)C1CCN(c2ncnc3c2nc2n3CCCCC2)CC1)c1cccc(Cl)c1` gave Pf Dd2 inh inconclusive.
`CC1CCC(Nc2ncnc3onc(-c4ccc(Cl)cc4)c23)CC1` (stereo not drawn) gave Pf Dd2 inh 4.5µM*.
`Cc1cccc(NC(=O)Cn2c(-c3cccc(Cl)c3)nc(C)c(CCO)c2=O)c1C` gave Pf Dd2 inh inconclusive.
For COc1ccc(C(C)=O)cc1CSc1nc(NCc2ccccc2)c2ccccc2n1 the results were Pf Dd2 inh inconclusive.
Screening CC(C)c1nc2ccc(C(=O)NCCCN3CCN(c4ccccc4F)CC3)cc2o1 returned Pf Dd2 inh inconclusive.
C=CCC1(CO)CCCN(CC(=O)NCCc2ccc(Cl)cc2)C1 (stereo not drawn) was read as Pf Dd2 inh inconclusive.
`CCNC(=O)N1CCC(Oc2ncccc2C(=O)N(C)C)C1` (stereo not drawn) gave Pf Dd2 inh -3%.
For COc1ccc(-n2cc(-c3ccccc3)c3c(NC4CCCCC4)ncnc32)cc1 the results were Pf Dd2 inh inconclusive.
For O=C(NC1CCCCC1)C1CC(=O)N(c2n[nH]c3ccccc23)C1 (stereo not drawn) the results were Pf Dd2 inh 3%.
Screening CC(=O)N1CCc2cc(Br)cc(S(=O)(=O)CCC(=O)N3CCN(c4ccccc4Cl)CC3)c21 returned Pf Dd2 inh inconclusive.
COc1cccc(-c2nc3c([nH]2)CN(C(C)C(=O)NC2CCCCC2)CC3)c1 (stereo not drawn) was read as Pf Dd2 inh inconclusive.
For CCc1cccc(NC(=O)CCS(=O)(=O)c2cc3c4c(c2)CCN4C(=O)CC3)c1 the results were Pf Dd2 inh 0%.
For CCCCCC(=O)Nc1nc2c(s1)C[C@@H]1[C@](C)(CO)[C@H](O)CC[C@@]1(C)[C@@H]2CC(=O)NC1CC1 the results were Pf Dd2 inh -3%.
`CCOC(=O)c1cn(CC(=O)Nc2ccc(OC)cc2OC)nn1` gave Pf Dd2 inh 29%.
O=C(NCc1ccc2c(c1)OCO2)C1CN(c2ccc(F)cc2)C(=O)N1 (stereo not drawn) was read as Pf Dd2 inh inconclusive.
Screening COc1cccc(CNC(=O)C2CN(S(=O)(=O)c3cccnc3)CC23CCCCC3)c1 (stereo not drawn) returned Pf Dd2 inh inconclusive.
Screening O=C(CC[C@@H]1CNC(=O)[C@@H]2C[C@H](NCc3ccccc3)CN12)NCc1ccc(F)cc1 returned Pf Dd2 inh 12%[44.1 µM].
CCCNC(=O)Cn1ccn2nc3c(c2c1=O)CCCC3 was read as Pf Dd2 inh -25%.
`Cc1ccc(-c2cc(C(=O)N3CCCC3c3nncn3C(C)C)[nH]n2)cc1` (stereo not drawn) gave Pf Dd2 inh -15%.
O=C(O)COCC(=O)N1CC[C@H]2COC(=O)N2c2cc(F)ccc2C1 was read as Pf Dd2 inh 0%[44.1 µM].
`COc1ccc(Cl)cc1C(=O)N1CCCC(c2[nH]ccc2C(N)=O)C1` (stereo not drawn) gave Pf Dd2 inh 3%.
Screening COc1ccccc1CNC(=O)CCNS(=O)(=O)c1ccc2c(c1)CCCC(=O)N2 returned Pf Dd2 inh 24%.

By substructure, the compounds so far with a Cl atom
`COc1ccc(Cl)cc1C(=O)N[C@@H]1CN(c2ncccn2)C[C@H]1CN(C)C` gave Pf Dd2 inh -23%.
Cc1noc2c(N3CC[S+](=O)([O-])CC3)cc(-c3ccc(Cl)cc3)nc12 was read as Pf Dd2 inh inactive.
O=C(NCC(c1ccco1)S(=O)(=O)c1ccc(Cl)cc1)c1ccccc1F (stereo not drawn) was read as Pf Dd2 inh inconclusive.
`O=C1CN(C(=O)COc2ccc(Cl)cc2)C(c2ccccc2)c2cc(Br)ccc2N1` (stereo not drawn) gave Pf Dd2 inh -22%.
`CN(C)CCCOCC1(C)COc2ccc(C(=O)Nc3cccc(Cl)c3)cc2N1` (stereo not drawn) gave Pf Dd2 inh inconclusive.
Screening CCCN(Cc1cc2cccc(C)c2[nH]c1=O)C(=O)c1cccc(Cl)c1 returned Pf Dd2 inh -4%.
Screening O=C(CSc1nccn1-c1ccc(Cl)cc1)Nc1nc2ccccc2s1 returned Pf Dd2 inh inactive.
For O=C(c1cc2ccc3cccnc3c2[nH]1)N1CCN(c2cccc(Cl)c2)CC1 the results were Pf Dd2 inh inactive.
For COc1cccc(Cn2nnc(C(=O)NCc3ccc(Cl)cc3Cl)c2N)c1 the results were Pf Dd2 inh 10%.
`CCN(C(=O)C1CCN(c2ncnc3c2nc2n3CCCCC2)CC1)c1cccc(Cl)c1` gave Pf Dd2 inh inconclusive.
`CC1CCC(Nc2ncnc3onc(-c4ccc(Cl)cc4)c23)CC1` (stereo not drawn) gave Pf Dd2 inh 4.5µM*.
`Cc1cccc(NC(=O)Cn2c(-c3cccc(Cl)c3)nc(C)c(CCO)c2=O)c1C` gave Pf Dd2 inh inconclusive.
C=CCC1(CO)CCCN(CC(=O)NCCc2ccc(Cl)cc2)C1 (stereo not drawn) was read as Pf Dd2 inh inconclusive.
Screening CC(=O)N1CCc2cc(Br)cc(S(=O)(=O)CCC(=O)N3CCN(c4ccccc4Cl)CC3)c21 returned Pf Dd2 inh inconclusive.
`COc1ccc(Cl)cc1C(=O)N1CCCC(c2[nH]ccc2C(N)=O)C1` (stereo not drawn) gave Pf Dd2 inh 3%.
